MPTP block – blocks calcium-induced mitochondrial swelling; isolated mouse mitochondria, Ca2+ swelling absorbance, 30 min; inhibition, % at 10 µM; 1.4% of 360,000 active;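 active means inhibition of 50% or more, scaled per plate between neutral and stimulator controls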;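 further: 0% = DMSO wells given calcium and 100% = 1 mM EGTA wells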
ATG4B inh – inhibitors of human ATG4B cysteine protease; 0.51% of 340,000 active; inhibition, % at 8.33 µM; ATG4B cleavage of LC3-PLA2, NBD-HPC fluorescence, 1 h; in the data active means inhibition above about 40%
SENP8 block – SENP8 (human) protease inhibition | Q96LD8 | recombinant SENP8, Nedd8 substrate fluorescence | inhibition, % at 20 µM | 0.64% of 360,000 active; in the data active means inhibition mostly above about 40%, no sharp cut-off; inactive means mostly below about 27%
HKDC1 inhibitor – blocks human hexokinase HKDC1 activity; recombinant HKDC1, G6PDH/diaphorase resazurin coupled fluorescence; inhibition, % at 20 µM; 0.16% of 340,000 active; AID 493160;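 active means inhibition above about 35% when tested at 20 µM, limit read from the data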;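 further: plate controls were DMSO wells with enzyme for no effect and DMSO wells lacking enzyme for full effect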
Target sequence (Q2TB90 whole entry, looked up): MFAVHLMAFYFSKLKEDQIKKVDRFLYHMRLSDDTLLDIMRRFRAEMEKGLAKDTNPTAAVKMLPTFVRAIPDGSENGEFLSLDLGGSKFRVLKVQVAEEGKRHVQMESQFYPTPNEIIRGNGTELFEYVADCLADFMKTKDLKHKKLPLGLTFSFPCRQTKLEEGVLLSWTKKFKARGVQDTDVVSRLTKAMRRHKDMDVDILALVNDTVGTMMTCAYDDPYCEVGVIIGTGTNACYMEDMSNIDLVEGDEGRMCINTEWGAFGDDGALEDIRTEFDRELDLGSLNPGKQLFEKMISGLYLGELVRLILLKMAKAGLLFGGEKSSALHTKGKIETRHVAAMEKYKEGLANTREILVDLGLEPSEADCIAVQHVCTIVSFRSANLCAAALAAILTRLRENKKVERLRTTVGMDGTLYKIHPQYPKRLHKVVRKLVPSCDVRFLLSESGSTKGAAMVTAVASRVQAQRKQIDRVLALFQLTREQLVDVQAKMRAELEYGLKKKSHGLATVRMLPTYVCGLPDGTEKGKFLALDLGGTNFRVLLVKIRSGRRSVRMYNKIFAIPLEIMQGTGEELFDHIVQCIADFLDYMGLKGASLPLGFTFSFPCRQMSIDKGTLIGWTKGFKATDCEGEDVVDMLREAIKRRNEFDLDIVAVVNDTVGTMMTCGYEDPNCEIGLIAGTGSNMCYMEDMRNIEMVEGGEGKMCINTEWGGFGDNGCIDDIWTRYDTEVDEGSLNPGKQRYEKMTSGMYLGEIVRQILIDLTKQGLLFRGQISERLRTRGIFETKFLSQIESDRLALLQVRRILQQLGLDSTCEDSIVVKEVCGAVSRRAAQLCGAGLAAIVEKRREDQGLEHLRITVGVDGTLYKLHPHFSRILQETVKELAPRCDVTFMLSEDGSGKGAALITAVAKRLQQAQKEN
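System: Recombinant HKDC1 hexokinase | Amount: HKDC1 at 5 µg/mL | Reagent: Glucose with 1 mM ATP | Doses: Single 20 µM dose | Incubation: Reaction time 90 min, room temperature, protected from light | Signal: Coupled resazurin fluorescence, excitation 525 nm, emission 613 nm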
SENP7 inh – blocks the human protease SENP7. Q9BQF6. recombinant SENP7, Z-RLRGG-aminoluciferin luminescence, 40 min. inhibition, % at 5 µM. 1.5% of 330,000 active;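 active means inhibition above about 50% at the single test dose, limit read from the data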;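 further: plate controls were DMSO with enzyme for no effect and no enzyme buffer wells for full effect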
SENP6 inh – blocks the human protease SENP6; Q9GZR1; Recombinant SENP6 catalytic domain, aminoluciferin luminescence; inhibition, % at 10 µM; 1.8% of 330,000 active;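 active means inhibition above about 50% at the single tested dose, limit read from the data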;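 further: plate controls were DMSO wells with enzyme for no effect and DMSO wells lacking enzyme for full effect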
GRIN3A LBD mod – modulators (binders) of human NR3A ligand-binding domain; NR3A LBD differential scanning fluorimetry, Tm shift; 0% = protein alone, 100% = glycine-bound protein; Tm shift relative to glycine control, % at 25 µM; 2.5% of 340,000 active;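 active means melting temperature shift of at least 10% of the positive control shift, at one fixed dose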
PfGluPho inh – PfG6PD (Plasmodium falciparum) enzyme inhibition; PfGluPho enzyme, NADPH resazurin-diaphorase fluorescence; inhibition, % at 20 µM; 0.78% of 350,000 active; AID 504690;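 active means inhibition reaching at least a set limit at 20 µM in the primary screen, cut at about 59% in these data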;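 further: 0% = DMSO wells with substrate and 100% = DMSO wells lacking glucose-6-phosphate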
Active calls of the source: *; / = no result given.

Under each structure: MPTP block	ATG4B inh	SENP8 block	HKDC1 inhibitor	SENP7 inh	SENP6 inh	GRIN3A LBD mod	PfGluPho inh
[1] Cc1cc(C)nc(N/N=C/c2cccc([N+](=O)[O-])c2)n1
→ 0.6	7	20	-3	0	-8	0	9
[2] CCSc1nc2n(n1)C(c1cccc(F)c1)C1=C(CCCC1=O)N2 (stereo unspecified)
→ 2.4	-4	-232	-6	13	-7	0	11
[3] CCOCC(=O)Nc1cccc(OC)c1
→ -2.8	8	18	-2	-2	-5	-1	4
[4] Cn1nc(C(C)(C)C)cc1NC(=O)Nc1ccc(F)cc1F
→ 5.1	-1	13	-9	7	-15	-1	22
[5] CCN(CC(=O)Nc1ccc(NC(C)=O)cc1)C(=O)c1ccc2c(c1)S(=O)(=O)N=C1CCCCCN12
→ 0.0	-11	18	0	-14	-15	-3	1
[6] CN1CCN(CCCCOc2ccccc2C=O)CC1
→ 9.5	-3	-74	-6	5	9	-2	3
[7] COc1ccc(C)cc1NC(=O)CCCN1C(=O)NC(C)(C)C1=O
→ 0.8	-1	8	-6	12	12	0	3
[8] Cc1cccc(C)c1OCCCCN1CCCCC1
→ 0.3	5	10	-5	6	-6	-1	-9
[9] CC(Sc1nnc(-c2ccc(Cl)cc2)n1C)C(N)=O (stereo unspecified)
→ -0.1	16	18	1	-17	-17	-1	2
[10] O=C(c1ccc(Cn2c(=S)[nH]c3ccc(N4CCOCC4)cc3c2=O)cc1)N1CCN(c2ccc(F)cc2)CC1
→ -0.1	-4	-416	6	-1	10	0	6
[11] CN(Cc1ccccc1)S(=O)(=O)c1ccc(Cl)c(C(=O)N2CCC2)c1
→ -0.7	-6	11	1	-6	-9	1	-5
[12] COC(=O)c1cccc(CSc2nnc(-c3ccco3)n2-c2ccccc2)c1
→ -2.3	14	11	0	-7	2	-6	-5
[13] COc1cc2c(cc1OC)C1C/C(=N\O)C(CC(C)C)CN1CC2 (stereo unspecified)
→ 0.6	-10	1	2	5	-10	0	-24
[14] O=C1CC(N2CCC(O)(c3ccc(Cl)cc3)CC2)C(=O)N1Cc1ccc(N2CCCC2=O)cc1 (stereo unspecified)
→ -1.1	-7	12	-2	5	-5	3	1
[15] CC(=O)c1cccc(NC(=O)CCC2CCCC2)c1
→ -5.1	3	9	-5	-8	-8	2	2
[16] Cc1cc(=O)oc2cc(OCC(=O)N3CCOCC3)ccc12
→ 1.7	-14	-303	2	-10	-5	3	68*
[17] CCOc1ccccc1CNC(=O)CCN1C(=O)COc2ccccc21
→ -0.8	-6	16	-8	-5	-4	-14	3
[18] COc1ccc(-c2csc(NC(=O)c3cccc(N4C(=O)CCC4=O)c3)n2)cc1C
→ -0.5	8	-37	-5	-6	-4	-6	7
[19] Cc1cc(C)n(C(=O)c2ccc(C)c(S(=O)(=O)N3CCCCC3)c2)n1
→ 1.1	3	0	-3	1	14	2	-16
[20] S=C(NCCc1ccccn1)Nc1cccc(Cl)c1
→ 2.5	4	10	-11	13	8	-2	1

(listing goes on)
Under each structure: MPTP block	ATG4B inh	SENP8 block	HKDC1 inhibitor	SENP7 inh	SENP6 inh	GRIN3A LBD mod	PfGluPho inh
[21] CCOc1ccc2nc3sc(C(=O)N4CCOCC4)c(N)c3cc2c1
→ 0.3	-4	-327	10	8	-10	1	46
[22] CCN(CC)S(=O)(=O)c1cccc(C(=O)N/N=C2\CC(=O)CC(C)(C)C2)c1
→ -3.8	-8	-29	-3	1	21	-2	-7
[23] C=C(Cl)COc1ccc2c(CCC)cc(=O)oc2c1
→ -0.6	-5	-130	2	6	-22	2	14
[24] Cc1cccc(C)c1NC(=O)COc1cccc(/C=N/NC(=O)C(=O)NCc2ccccc2)c1
→ -0.1	5	16	-5	-2	-14	-1	-16
[25] CC(=O)Nc1ccc(NC(=O)CSc2nnc(NC(=O)Cc3ccc(F)cc3)s2)cc1
→ -0.2	5	8	-6	2	7	1	-13
[26] CN(CC(=O)Nc1ccc(S(=O)(=O)N2CCCC2)cc1)Cc1ccc(Cl)cc1Cl
→ 5.8	-13	15	-5	-4	-13	-11	12
[27] CCc1ccccc1NC(=O)CN(C)C(=O)Cn1cc(C(F)(F)F)cc(Cl)c1=O
→ -2.9	0	-1	-2	2	-24	-2	35
[28] O=C(OCc1nc2ccccc2s1)[C@@H]1CCCN1S(=O)(=O)c1ccccc1F
→ 2.4	/	32	/	3	-11	/	/
[29] Cc1nnc(SCC(=O)NC(C)(C)C)n1NCc1ccc(N(C)C)cc1
→ 0.0	-1	8	-2	-3	-16	-1	-2
[30] O=C(Nc1ccc(Cl)cc1)Nc1ccc(N2CCCC2)c(S(=O)(=O)Nc2ccccc2Cl)c1
→ 98*	-5	-109	-5	4	-2	32*	5
[31] CCOC(=O)Cn1c(C(C)=O)nc2ccccc21
→ -2.5	2	-45	-5	6	13	0	11
[32] O=C(c1ccccc1)c1ccc2nc(-c3ccco3)c(-c3ccco3)nc2c1
→ 1.2	25	-299	26	1	34	-8	35
[33] Cc1ccc(S(=O)(=O)C2CCOC2=O)cc1 (stereo unspecified)
→ -2.1	-10	4	1	19	3	-2	12
[34] CC1=C(C(=O)OCC2CCCCC2)C(c2cccc(O)c2)NC(=O)N1 (stereo unspecified)
→ -0.6	/	10	/	-2	-15	/	/
[35] O=C(CCc1ccccc1)NNC(=S)Nc1ccc(F)cc1
→ 0.1	4	-5	-7	-10	18	0	0
[36] O=C(COc1ccc(-n2cnnn2)cc1)Nc1cc(Cl)cc(Cl)c1
→ 1.2	10	4	4	3	-23	-2	-14
[37] CCCCOc1ccc(C(=O)Nc2ccncc2)cc1
→ 102*	-1	13	5	38	57*	-11	0
[38] Cc1c(C(=O)NCc2ccccn2)sc2nc(-c3ccc(F)cc3)cn12
→ 0.1	-4	13	0	10	-6	-1	16
[39] CC1=NN(c2nc(-c3ccccc3)cs2)C(=O)C1
→ -5.2	-7	37	5	6	21	1	-19
[40] CCCc1c(C)c2cc(C)ccc2[nH]c1=O
→ -0.3	-5	-55	1	-7	-7	0	9

More structures
Under each structure: MPTP block	ATG4B inh	SENP8 block	HKDC1 inhibitor	SENP7 inh	SENP6 inh	GRIN3A LBD mod	PfGluPho inh
[41] COC(=O)c1ccc(COC(=O)Cc2n[nH]c(=O)c3ccccc23)cc1
→ 0.1	7	-7	-6	-2	-2	2	-6
[42] CCc1ccccc1NCc1cc(=O)oc2cc(C)ccc12
→ 0.3	0	-5	-2	3	13	3	14
[43] CC(=O)c1c(C)[nH]c(C(=O)N2CC(C)CC(C)C2)c1C (stereo unspecified)
→ -0.3	3	16	-4	10	4	2	1
[44] Cc1cccc(C(=O)Nc2ccc(NC(=O)Cc3ccc(Cl)cc3)cc2)c1
→ 1.1	1	-89	-8	-10	-5	-3	-14
[45] CC(NC(=O)c1ccc(CS(=O)(=O)c2ccc(Cl)cc2)o1)c1ccc2c(c1)OCCO2 (stereo unspecified)
→ -0.7	-6	22	0	1	19	2	4
[46] CSc1nc(N)c2c(n1)OC(N)=C(C#N)C2c1cccnc1 (stereo unspecified)
→ -0.9	6	-43	-4	7	-2	1	2
[47] COc1ccc(OC)c(NC(=O)CSc2nc3cccnc3n2C)c1
→ 9.4	-8	19	-2	-3	-6	1	14
[48] Nc1ncnc2c1cnn2-c1ccccc1
→ -1.1	2	16	4	-1	-9	0	-11
[49] CCN(CC(=O)Nc1c(F)cccc1F)C(=O)c1ccc(COc2ccccc2)o1
→ 0.8	-8	1	-4	-4	-11	1	6
[50] Cc1ccccc1-c1cc(C(=O)NCc2cccc(C(F)(F)F)c2)nn1CC1CC(c2cccc([N+](=O)[O-])c2)=NO1 (stereo unspecified)
→ -1.0	26	3	2	4	1	-7	10
[51] Cn1nccc1C(=O)c1ccc(Cl)cc1
→ 0.0	4	13	-10	8	-19	-1	5
[52] CCN(c1ccc(OC)cc1)S(=O)(=O)c1nnc(NC(=O)CC(C)C)s1
→ 0.7	-12	-4	2	-2	-4	-2	-13
[53] CN(c1ccc(C(=O)NCc2ccco2)cc1)S(C)(=O)=O
→ -0.5	2	29	0	5	-3	1	15
[54] O=C(CSc1ccccc1Cl)N1CCOCC1
→ -0.4	4	20	-1	7	14	0	0
[55] O=C(COC(=O)c1ccc(Br)o1)NCC1CCCO1 (stereo unspecified)
→ -2.9	5	13	3	1	-6	-2	-9
[56] COc1cc(/C=N/NC(=O)C2C3CCCCC32C)cc(Br)c1O (stereo unspecified)
→ 1.5	8	-76	6	1	12	-19	-1
[57] CC1CN(Cc2nc3c(c(=O)[nH]c(=O)n3C)n2CCCc2ccccc2)CC(C)O1 (stereo unspecified)
→ -1.2	-3	0	2	-17	-12	1	4
[58] CC(C)n1cnc2c(Nc3cccc(F)c3)nc(NCCO)nc21
→ 0.4	8	-76	3	8	-2	3	-3
[59] Nn1c(SCC(=O)Nc2nnc(-c3ccccc3)o2)nnc1C1CC1
→ -0.2	-2	10	-5	10	-9	-1	-10
[60] COc1ccc2cc(C(=O)NCc3ccco3)c(=Nc3ccc(C(=O)O)cc3)oc2c1
→ 0.9	-19	-299	14	2	10	1	12

Next part.
Under each structure: MPTP block	ATG4B inh	SENP8 block	HKDC1 inhibitor	SENP7 inh	SENP6 inh	GRIN3A LBD mod	PfGluPho inh
[61] CCOc1ncccc1C(=O)Nc1cccc(-c2nnc3n2CCCCC3)c1
→ -0.4	7	-1	0	3	-13	1	-16
[62] O=C(O)CCCCCn1c(SCc2cc(=O)n3ccccc3n2)nc2ccsc2c1=O
→ -1.1	-11	-248	-2	2	-4	-11	-7
[63] COc1ccccc1NC(=O)CSc1nnc(C2CCCCC2)n1N
→ 0.3	-4	5	-6	-8	-2	0	10
[64] O=C(Nc1cccc(Cl)c1)C1C2C=CC3(O2)C1C(=O)N(CCN1CCCCC1)C3C(=O)NC1CCCCC1 (stereo unspecified)
→ 1.6	0	8	-8	3	-15	-2	11
[65] COc1ccc(N(C(=O)c2ccccc2OC(C)=O)C(C)C2CC2)cc1 (stereo unspecified)
→ 2.2	4	11	0	5	-3	0	-2
[66] CCOC(=O)C(Cc1ccccc1)NC(C)=O (stereo unspecified)
→ 1.4	-11	15	-4	6	6	-1	-11
[67] O=c1cc(NCCCO)c2ccccc2o1
→ 0.9	-13	10	-1	4	-7	1	5
[68] O=C(CN1C(=O)C2CCCCC2C1=O)Nc1nc(-c2ccc(F)cc2)cs1 (stereo unspecified)
→ 0.1	-1	-2	3	3	-8	-10	3
[69] Cn1c(N)c(C(=O)COC(=O)CCc2c[nH]c3ccccc23)c(=O)n(C)c1=O
→ 1.3	2	6	-2	0	-15	-5	2
[70] Cc1ccc(OCCCCn2ccnc2C)c(C)c1
→ 61*	-11	27	-4	-1	-4	-1	6
[71] CC(=O)c1ccc(OCC(O)COc2ccc(C(C)=O)cc2)cc1
→ -0.1	2	7	-9	4	-9	0	-13

Some of the entries so far, screen by screen.
#71 CC(=O)c1ccc(OCC(O)COc2ccc(C(C)=O)cc2)cc1
#67 O=c1cc(NCCCO)c2ccccc2o1
#70 Cc1ccc(OCCCCn2ccnc2C)c(C)c1

Screen / compound no.	71	67	70
MPTP block	-0.1	0.9	61*
ATG4B inh	2	-13	-11
SENP8 block	7	10	27
HKDC1 inhibitor	-9	-1	-4
SENP7 inh	4	4	-1
SENP6 inh	-9	-7	-4
GRIN3A LBD mod	0	1	-1
PfGluPho inh	-13	5	6

This is a random part of the collection; any-hit rate near 6.9%.
